# Screening results from PubChem.
# S2 tox = reduces viability in counter-screen for ATXN expression inhibitors; AID 651635; S2 cells (HEK-293 line with an ATXN2-luciferase reporter) viability, CellTiter-Fluor protease fluorescence, 24 h; 400,000 compounds, 0.49% hits; Potency, µM (titrated, usually from 56.7 µM), hits mostly cytotoxic; further: nearly all actives have a fitted effect of over 40% in size
# Nrf2 ARE act = activates Nrf2 signaling; AREc32 ARE-luciferase reporter (MCF7-derived line), luminescence, 24 h; Potency, µM (doses to about 46.1 µM), inactives show top-dose activation, hits mostly activators; 410,000 compounds, 0.31% hits; further: % of control where 0% means no effect; nearly all actives have a fitted effect of over 65% in size
#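 For detection, Steady-Glo was added and plates sat 30 min at RT; before that, AREc32_Fluc cells grown overnight in OPTI-MEM/5% FBS had been treated with 23 nL compound for 24 hr at 37 deg C.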
# A549 tox = kills or reduces viability of A549 cells in Nrf2 counter-screen | Potency, µM (top dose mostly 46 µM), for the others: top-dose activity change, negative = cytotoxicity, actives largely listed as inhibitors | A549 ARE-Fluc cells, CellTiter-Fluor viability, 18-24 h | 390,000 compounds, 0.16% hits; further: on the % scale 0 is the no-effect control and ±100 the full control effect
#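 Cytotoxicity counterscreen: CellTiter-Fluor fluorescence was measured in A549 ARE_Fluc cells after 18-24 h of compound exposure in a concentration series. The subsequent BugLite luminescent read reports ARE-luciferase activity.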
# HepG2 tox = kills HepG2 cells in TGF-b inhibitor counter-screen | AID 588856 | HepG2 CAGA-GFP viability, ATP luminescence, 18 h | Potency, µM (series often up to 46.1 µM), for inactives: at the highest dose activity change, negative = cytotoxicity, actives largely listed as cytotoxic | 410,000 compounds, 0.76% hits; further: some results filed as inactive show a strong effect at the top dose
#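 CellTiter-Glo luminescence gave cytotoxicity after 18 hours at 37 degrees C. The cells were HepG2 CAGA-GFP in 1% FBS DMEM, stimulated with 500 pg/mL TGF-beta after compound addition. %Activity was normalised to no-cell wells (complete cell-killing) and DMSO (no toxicity), and curves were fitted and classified.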
# TGFb inhibitor = inhibitors of TGF-b signaling. Potency, µM (titrated, usually from 46.1 µM), without a hit: at the highest dose activity, negative = inhibition, usual class: inhibitors. 410,000 compounds, 1.2% hits. HepG2 CAGA-GFP TGF-b/SMAD3 reporter, GFP fluorescence, 18 h; TGF-beta stimulated, 500 pg/mL final. AID 588855; further: on the % scale 0 is the no-effect control and ±100 the full control effect; nearly all actives have a fitted effect of over 65% in size
#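 Cell-based qHTS in HEPG2 carrying a CAGA-GFP Smad reporter; compounds added before 500 pg/mL final TGF-beta, 18 h incubation at 37 degrees C, GFP fluorescence quantified per cell by imaging cytometry.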
# Nrf2 inh = Nrf2 pathway inhibition; 360,000 compounds, 2.1% hits; A549 ARE-Fluc reporter, luciferase luminescence, 18-24 h; AID 504444; Potency, µM (doses to about 46 µM), inactives show at the highest dose activity change, negative = inhibition, most hits filed as inhibitors; further: on the % scale 0 is the no-effect control and ±100 the full control effect; nearly all actives have a fitted effect of over 60% in size
#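 Concentration-response testing used A549 ARE_Fluc cells at 5000 cells/well. Following an 18-24 h compound incubation, viability was read by fluorescence (Ex 405/Em 525) and luciferase output by luminescence.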
# EPAC2 antag = blocks human EPAC2 exchange factor; Potency, µM (highest dose often 114 µM), for the others: top-dose activity, negative = inhibition, most hits filed as inhibitors; Q8WZA2; 360,000 compounds, 0.18% hits; EPAC2 GEF exchange of Rap1B-BODIPY-GDP, fluorescence; further: on the % scale 0 is the no-effect control and ±100 the full control effect; nearly all actives have a fitted effect of over 45% in size; many of its hits are not listed in these tables
# Target sequence (Q8WZA2 whole entry, looked up): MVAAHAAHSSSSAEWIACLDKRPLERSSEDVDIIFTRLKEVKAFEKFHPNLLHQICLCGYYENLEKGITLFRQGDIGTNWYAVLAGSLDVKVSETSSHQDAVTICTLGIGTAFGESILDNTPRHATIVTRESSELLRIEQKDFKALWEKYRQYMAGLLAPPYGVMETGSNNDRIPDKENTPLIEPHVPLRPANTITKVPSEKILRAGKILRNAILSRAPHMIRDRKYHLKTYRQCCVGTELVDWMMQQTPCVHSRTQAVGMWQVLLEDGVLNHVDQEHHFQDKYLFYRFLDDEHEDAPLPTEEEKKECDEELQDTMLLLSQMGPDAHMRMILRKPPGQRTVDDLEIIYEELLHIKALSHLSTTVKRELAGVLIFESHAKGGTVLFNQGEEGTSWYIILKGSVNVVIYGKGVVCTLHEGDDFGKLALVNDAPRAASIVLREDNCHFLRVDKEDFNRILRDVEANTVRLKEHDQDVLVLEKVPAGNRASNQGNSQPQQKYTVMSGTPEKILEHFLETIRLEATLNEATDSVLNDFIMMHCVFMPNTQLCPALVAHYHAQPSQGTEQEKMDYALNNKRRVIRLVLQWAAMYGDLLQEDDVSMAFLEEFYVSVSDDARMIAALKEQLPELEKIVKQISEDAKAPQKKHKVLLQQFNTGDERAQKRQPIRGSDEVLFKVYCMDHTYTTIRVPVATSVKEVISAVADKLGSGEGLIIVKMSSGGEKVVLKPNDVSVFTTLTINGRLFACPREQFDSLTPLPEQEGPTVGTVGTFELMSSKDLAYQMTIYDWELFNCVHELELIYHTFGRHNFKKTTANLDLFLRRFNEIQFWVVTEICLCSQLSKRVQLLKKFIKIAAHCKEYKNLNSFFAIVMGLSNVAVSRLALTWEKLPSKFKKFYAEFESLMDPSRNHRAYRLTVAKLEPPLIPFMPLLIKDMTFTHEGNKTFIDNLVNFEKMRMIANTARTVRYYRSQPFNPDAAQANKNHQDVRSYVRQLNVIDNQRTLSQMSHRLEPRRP
# ATXN2 expr inh = inhibitors of ATXN2 expression | Potency, µM (doses to about 57 µM), for inactives: top-dose activity change, negative = inhibition, hits mostly inhibitors | HEK-293 ATXN2-luciferase reporter, luminescence, 24 h | 360,000 compounds, 0.72% hits; further: on the % scale 0 is the no-effect control and ±100 the full control effect; nearly all actives have a fitted effect of over 55% in size
#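 qHTS (up to 57 uM final) was run with 24 h compound exposure of reporter cells at 37 °C. Each well was multiplexed: SteadyGlo luminescence measured ATXN2-luciferase expression after a fluorogenic Gly-Phe-AFC viability readout (25 uM final).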
# MCF10A rerep = DNA re-replication induction in MCF 10a cells; AID 624296; Potency, µM (top dose mostly 46.1 µM), for inactives: at the highest dose activity, positive = re-replication, usual class: activators; MCF 10A DNA re-replication, Hoechst nuclear intensity, 48 h; 350,000 compounds, 2.9% hits; further: % of control where 0% means no effect; nearly all actives have a fitted effect of over 50% in size
# The depositor's hits bear a star; i = inactive; ? = inconclusive; . = not tested or not shown; & = joins results of further samples; [ ] = remark or other dose. The call rests on the fitted dose curve; in most records, active means well fitted curve in the direction sought with a large enough effect; inconclusive means small, poorly fitted or top-dose-only effect, or another doubt; inactive means no such curve, though single readings can be large; an effect the other way counts as inactive or inconclusive. Potency means the concentration at half of the fitted maximal effect.
SMILES,S2 tox,Nrf2 ARE act,A549 tox,HepG2 tox,TGFb inhibitor,Nrf2 inh,EPAC2 antag,ATXN2 expr inh,MCF10A rerep
COC(=O)C1SCC2C(=O)N(Cc3ccc(Cl)cc3)CC(=O)N21 (configuration not stated),i,0.4%,5%,0%,1%,29%,10%,-4%,-1%
Cc1ccc(-c2nnn(CC(=O)NCCc3ccc4c(c3)OCO4)n2)o1,i,-0.1%,-14%,-2%,22%,3%,9%,-9%,4%
Cn1c(=O)n(C)c2cc(N3CCOCC3)c(NS(=O)(=O)c3cccc(C#N)c3)cc21,i,5.3%,1%,8%,-1%,3%,.,-3%,.
O=C(N/N=C/C1CC2CCC1C2)C1CC1 (configuration not stated),i,-0.7%,0%,-3%,11%,-8%,-2%,-3%,-3%
CCC(=O)NC(=S)Nc1ccc(S(=O)(=O)NC2CCCCC2)cc1,.,2.5%,0%,-6%,-9%,?,0%,-11%,2%
CCS(=O)(=O)Nc1cc(OC)c(OC)cc1Cc1nccc2cc(OC)c(OC)cc12,i,7.5%,5%,5%,17%,-13%,-3%,7%,-2%
COc1ccc(S(=O)(=O)c2cn(C)c3cc(N4CCOCC4)c(F)cc3c2=O)cc1,.,-1.3%,1%,-18%,?,0%,.,.,.
O=C(COc1ccc(S(=O)(=O)N2CCCCC2)cc1)N1CCCCCC1,i,-1.1%,-2%,-9%,?,.,-8%,-2%,1%
CCCCc1nc(N)c(C#N)c(-c2ccco2)c1CCC,i,?,9%,-3%,-6%,4%,-11%,-3%,3%
Cc1cc(C(=O)CSc2ncccn2)c(C)n1-c1cccc(F)c1,?,0.2%,-3%,-2%,0%,?,-1%,77%[activator],26%
COc1ccc(S(=O)(=O)N2CCCCC2)cc1NC(=O)CN(C)C1CCCCC1,i,3.2%,-2%,-20%,?,?,-1%,-17%[11.3 µM],8%
CC(=O)NC(c1cccc(F)c1)c1nc(-c2ccccc2)cs1 (configuration not stated),i,0.3%,.,0%,8%,.,?,14%,.
CC(C)Cc1csc(NC(=O)c2ccccc2Cl)c1C(=O)O,i,-0.1%,10%,5%,15%,1%,8%,6%,?
O=C(Nc1ccc2c(c1)OCCO2)C(=O)c1c[nH]c2ccccc12,?,-1.2%,3%,-11%,-14%,?,32%[activator],-41%,9.2µM*
CC1=[N+]([O-])C(C)(C)C(c2ccc(Br)cc2)=[N+]1[O-],i,0.4%,0%,32%,4%,-12%,1%,4%,-2%
Fc1ccc(-c2nc3c(Cl)cc(C(F)(F)F)cn3c2Cc2cccc(Cl)c2)cc1,i,15%,.,.,.,.,5%,0%,.
O=C(NC1CCCC1)C(c1ccncc1)N(C(=O)c1csnn1)c1cccc(Cl)c1 (configuration not stated),i,0.0%,-2%,3%,9%,8%,13%,7%,29%
CCS(=O)(=O)N1Cc2ccccc2CC1C(=O)Nc1nc2ccc(F)cc2s1 (configuration not stated),i,-0.7%,-11%,10%,-9%,?,-3%,66%[activator],?
CC(=O)Nc1cccc(-c2csc(Nc3ccc(C)cn3)n2)c1,i,-0.2%,?,-34%,?,?,-27%,60%[activator],34%
NC1=NC(=O)/C(=C/c2cn(CCC(=O)O)nc2-c2ccc(F)cc2)S1,i,-0.3%,-2%,-2%,-12%,2%,-3%,4%,-2%
O=C(Nc1cccnc1)c1ccc(-c2ccccc2)cc1,i,5.1%,-2%,-5%,-19%,3%,1%[57.1 µM],.,1%
CC1(C2CC2)NC(=O)N(CC(=O)Nc2ccc(Cl)c([N+](=O)[O-])c2)C1=O (configuration not stated),i,-0.3%,2%,-22%,1%,9%,2%,-16%,?
O=C1OCC2=C1C(c1ccccc1)CC(=O)N2c1cccc(F)c1 (configuration not stated),i,0.7%,0%,6%,26%,6%,-2%,3%,3%
Cc1cccc(C(=O)N2N=C(c3ccc(NS(C)(=O)=O)cc3)CC2c2cccs2)c1 (configuration not stated),i,2.9%,-19%,-23%,-28%,23µM*,-14%,-16%,-1%
CCOC(=O)c1c(CC(C)C)csc1NC(=O)CCl,?,?,-1%,20µM*,-10%,10%,-16%,-18%,?
Cc1nc2nc[nH]n2c(=O)c1NS(C)(=O)=O,i,-0.6%,1%,-23%,-1%,2%,-1%,0%,5%
COCCNC(=O)C1CCC(CNS(=O)(=O)c2c(C)cc(C)cc2C)CC1 (configuration not stated),i,-0.1%,-2%,-1%,7%,-6%,-8%,.,-11%
COc1ccc(NS(=O)(=O)c2cc(NC(=O)c3ccc(C)s3)ccc2N2CCOCC2)cc1,i,3.2%,-12%,-7%,-13%,-2%,-12%,-12%,-12%
Cc1cccc(OC(=O)c2snnc2C)c1C,i,-0.2%,2%,-2%,9%,4%,.,2%,.
CCN(CC)C(=O)CSc1nc2cc3c(cc2c(=O)n1CCCC(=O)NCc1ccc2c(c1)OCO2)OCO3,.,-0.1%,4%,1%,0%,.,.,.,.
CCCc1[nH]nc2c1C(c1ccccc1OC)C(C#N)=C(N)O2 (configuration not stated),i,6.6%,6%,-6%,-2%,15%,-19%,-29%,8%
O=C(C1CCC(Cn2c(=O)c3sccc3n(Cc3ccccc3)c2=O)CC1)N1CCOCC1 (configuration not stated),i,1.0%,15%,-13%,0%,-9%,.,-1%,.
c1ccn2c(c1)nc1c2nc2ccccn21,.,20%,15%,-26%,-21%,.,7%,25%,-17%
O=C(NC12CC3CC(CC(C3)C1)C2)c1cncc(Br)c1,i,-0.3%,1%,-3%,10%,-18%,-4%,42%[activator],-1%
COc1ccc(N2CCN(C(=O)c3ccc4nc(N5CCCCC5)sc4c3)CC2)cc1,i,0.1%,2%,-8%,-16%,18%,5%,30%,2%
COc1ccccc1C=NNc1nc(C)cc(=O)[nH]1,i,2.6%,0%,-13%,-29%,-3%,-2%,5%,0%
COc1ccccc1NC(=O)COc1cccnc1[N+](=O)[O-],i,-0.5%,16%,-4%,6%,3%,-10%,.,-3%
COc1ccc(N2CCN(c3nc4ccccn4c(=O)c3C=O)CC2)cc1,i,4.0%,2%,-4%,2%,-21%,-5%,5%,3%
O=C1c2ccccc2C(Nc2ccccc2)N1c1cccnc1 (configuration not stated),i,2.7%,6%,-7%,-11%,-15%,-25%,-3%,-1%
Cc1cc(C(=O)N2CCCC(N3CCN(c4cccc(Cl)c4)CC3)C2)nc(C)n1 (configuration not stated),i,-0.7%,0%,-3%,-5%,-1%,6%,0%,4%
O=C(Nc1nc(-c2cccs2)cs1)c1cccc(S(=O)(=O)N2CCCCCC2)c1,i,8.4%,-6%,-17%,?,?,-1%,22%,?
COc1ccc(Br)c(C(=O)Nn2c(C)nc3ccccc3c2=O)c1,i,-0.1%,1%,2%,-2%,7%,0%,-9%,-6%
COc1ccc(/C=N/NC(=O)c2ccc(O)cc2)cc1CN1CCCc2ccccc21,i,4.8%,-2%,-9%,13µM*,?,-2%,2%,11%
CC(C)n1c(NCc2cccs2)nc2ccccc21,i,-1.0%,3%,-6%,12%,17%,3%,-1%,-3%
COc1ccc(F)c(-c2nc(CN3CCC(c4ccccc4)CC3)c(C)o2)c1,i,0.4%,1%,-21%,-2%,?,-10%,-27%,0%
CCOc1ccc(S(=O)(=O)N2CCN(C(=O)c3ccc(C)c(S(=O)(=O)N4CCOCC4)c3)CC2)cc1,?,-0.3%,-2%,-3%,?,?,14%,-28%,9%
Cc1noc(C)c1C(=O)N1CCC1(C)C(=O)NS(=O)(=O)c1cccs1 (configuration not stated),i,-0.4%,.,-6%,10%,.,15%,-1%,.
CCC(=O)N1CCN(c2ccc(Cl)cc2NC(=O)c2cccc([N+](=O)[O-])c2)CC1,i,-0.4%,-9%,-4%,-1%,-15%,-3%,-12%,?
CCN1CCN(C(=O)c2ccc(COc3cccc(Cl)c3)o2)CC1,i,2.2%,0%,-13%,11%,3%,6%,-6%,29%
FC(F)Oc1ccc(NC(=S)NCC2COc3ccccc3O2)cc1 (configuration not stated),i,0.1%,-6%,-10%,-18%,-23%,-5%,14%,18%
Nc1ccc(S(=O)(=O)Nc2ccccn2)cc1,i,-0.2%,-2%,-4%,14%,-7%,4%,-8%&5%&1%,-1%
CCc1c(C(=O)O)[nH]c2ccc(Br)cc12,i,0.7%,-7%,0%,20%,-7%,-25%,-1%,?
O=C(CSc1nc(O)c(-c2ccccc2)c(=O)[nH]1)N1CCOCC1,i,0.3%,0%,-2%,1%,-3%,3%,-7%,2%
COc1ccc(C)cc1NC(=O)Cn1c(=O)oc2cc(S(=O)(=O)NCc3ccccc3)ccc21,.,0.9%,3%,-18%,?,.,.,.,.
CC(C)C1CC(C(=O)Nc2ccccc2)C(=O)O1 (configuration not stated),i,0.2%,-5%,16%,-11%,0%,0%,10%,-1%
Cc1ccc(CSC(Nc2ccc(F)cc2)=C(C#N)C#N)cc1,i,26%,?,-16%,7.1µM*,21µM*,-4%,-29%,13µM*
Cc1noc(C)c1COc1ccccc1C(=O)NCCc1ccc(F)cc1,i,-0.6%,-3%,-3%,-9%,-8%,4%,-7%,-4%

# Some of the compounds tested; the hit share may differ from the screen's.
